# DT40 TDP1 CPT: qHTS for Inhibitors of human tyrosyl-DNA phosphodiesterase 1 (TDP1): qHTS in cells in presence of CPT | chicken DT40 Tdp1-/-;hTDP1 cells + 20 nM CPT, ATP luminescence, 48 h | Potency, µM (series often up to 46.2 µM), for inactives: at the highest dose activity change, negative = growth inhibition, usual class: inhibitors | actives 12% (n = 420,000); also: nearly all actives have a fitted effect of over 55% in size
#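 Chicken DT40 Tdp1-/- cells stably complemented with human TDP1 were seeded at 400 cells/well in medium containing 20 nM camptothecin, exposed to pin-transferred compounds, and grown at 37 °C for at least 48 hr. Viability was read as ATP luminescence.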
# GCN5L2 inh: qHTS Assay for Inhibitors of GCN5L2 | Histone acetyltransferase KAT2A (Homo sapiens), Q92830 | GCN5L2 HAT assay, ThioGlo1 CoA-SH fluorescence | Potency, µM (highest dose often 58.9 µM), for inactives: at the highest dose activity change, negative = inhibition, usual class: inhibitors | actives 0.21% (n = 390,000)
# Target sequence (Q92830 whole entry, looked up): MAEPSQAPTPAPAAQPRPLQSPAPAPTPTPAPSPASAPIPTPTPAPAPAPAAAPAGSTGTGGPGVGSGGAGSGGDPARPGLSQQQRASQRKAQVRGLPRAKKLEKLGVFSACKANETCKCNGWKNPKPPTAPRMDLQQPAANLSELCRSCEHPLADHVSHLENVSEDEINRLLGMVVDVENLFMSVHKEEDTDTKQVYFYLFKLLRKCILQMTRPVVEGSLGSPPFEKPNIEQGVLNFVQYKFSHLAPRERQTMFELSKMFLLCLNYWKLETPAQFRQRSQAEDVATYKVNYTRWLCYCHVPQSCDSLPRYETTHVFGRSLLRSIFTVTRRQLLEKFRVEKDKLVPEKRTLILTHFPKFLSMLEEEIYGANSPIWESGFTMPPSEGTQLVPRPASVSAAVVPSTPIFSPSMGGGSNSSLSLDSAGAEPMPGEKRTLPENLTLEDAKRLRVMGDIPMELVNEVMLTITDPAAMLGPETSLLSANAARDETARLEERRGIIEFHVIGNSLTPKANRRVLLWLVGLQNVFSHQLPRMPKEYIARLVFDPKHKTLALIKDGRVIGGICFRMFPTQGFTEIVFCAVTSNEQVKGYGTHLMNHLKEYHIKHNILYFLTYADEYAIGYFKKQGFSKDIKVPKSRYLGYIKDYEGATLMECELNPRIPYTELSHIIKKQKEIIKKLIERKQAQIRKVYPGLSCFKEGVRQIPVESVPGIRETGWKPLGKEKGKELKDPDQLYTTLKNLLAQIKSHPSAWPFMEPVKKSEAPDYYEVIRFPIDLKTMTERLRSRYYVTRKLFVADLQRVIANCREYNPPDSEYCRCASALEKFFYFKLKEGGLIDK
#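 Titration-based screen in which CoA formation is detected via maleimide probe ThioGlo1 (50uM) turning fluorescent on thiol reaction; substrates H3(1-25) 75uM and acetyl-CoA 70uM, GCN5L2 20nM, 20 min incubation at room temperature.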
# TDP1 cell noCPT: qHTS for Inhibitors of human tyrosyl-DNA phosphodiesterase 1 (TDP1): qHTS in cells in absence of CPT | DT40 Tdp1-/- hTDP1 cells, no CPT, ATP luminescence, 48 h | Potency, µM (doses to about 46.2 µM), for the others: at the top dose activity change, negative = growth inhibition, most hits filed as inhibitors | actives 15% (n = 420,000); also: nearly all actives have a fitted effect of over 55% in size
#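 DT40 Tdp1-/-;hTDP1 cells, no CPT (DMSO vehicle only), 400 cells/well; compounds pin-transferred; ≥48 hr, 37 °C; CellTiter-Glo 30 min RT dark, luminescence read.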
# Numbers without * were called inactive; u = inconclusive; x = no result given; & = joins results of further samples; [ ] = dose if it differs, or a comment. Calls follow the shape of the dose curve; as a rule, active = well fitted curve in the direction sought with a large enough effect; inconclusive = small, poorly fitted or top-dose-only effect, or another doubt; inactive = no such curve, though single readings can be large; an effect the other way counts as inactive or inconclusive. % is scaled to controls: 0 for no effect and ±100 for the full control effect; potency is read from the fitted curve at half-maximal effect. A portion of the library, so the mix of outcomes need not match the whole.
structure	DT40 TDP1 CPT	GCN5L2 inh	TDP1 cell noCPT
O=C(Nc1ccc(Cl)c(Cl)c1)Nc1cc(C(=O)N2CCOCC2)ccc1N1CCCCC1	u	x	u
CCNc1nc(SCC(=O)Nc2ccc(Cl)c(Cl)c2)nc(N2CCOCC2)n1	u	-7%	18µM*
CS(=O)(=O)NCc1nnc(SCc2c(F)cccc2Cl)o1	2%	13%	0%
COCCCn1c(=O)c2sccc2n(Cc2cc(C(=O)OC)ccc2OC)c1=O	0%	-7%	-2%
CC(C)CCNC(=O)c1ccc2c(c1)NC(=O)C(C(C)C)N2 (stereo unspecified)	-29%	-8%	-3%
COC(=O)[C@]1(Cc2ccccc2)N[C@H](CN(C)C(=O)c2ccc(C(C)(C)C)cc2)[C@@H]2C(=O)N(Cc3ccccc3)C(=O)[C@@H]21	15µM*	-2%	21µM*
Cc1nc(SCc2cccnc2)[nH]c(=O)c1C	-4%	1%	2%
Cc1onc(-c2c(Cl)cccc2Cl)c1C(=O)NCc1cccs1	-1%	-8%	-18%

# (listing goes on)
structure	DT40 TDP1 CPT	GCN5L2 inh	TDP1 cell noCPT
Cc1cc(C)nc(NC(=S)Nc2cccc(F)c2)c1	4%	-9%	-1%
O=C(c1cccc(C(F)(F)F)c1)N1CCCCCC1	-29%	-7%	u
c1ccc(OCCSc2nnnn2-c2ccccc2)cc1	-27%	-9%	-27%
CC#CCCCC(=O)Nc1ccc(C(=O)O)cc1	3%	0%	2%
Cc1ccc(NC(=O)C2CCCN2C(=O)OCc2ccccc2)c(C)c1 (stereo unspecified)	-13%	-3%	1%
O=C(Oc1cccc(/C=N/Nc2nc(Nc3ccccc3)nc(N3CCOCC3)n2)c1)c1ccco1	21µM*	-11%	23µM*
CCc1nnc(NC(=O)CSc2nnc(CNC(=O)c3ccccc3F)n2C)s1	5%	-3%	-9%
O=C(NNC(=O)c1ccccc1OCc1ccccc1)c1ccccc1O	5.8µM*	-1%	3.7µM*

# (list continues)
structure	DT40 TDP1 CPT	GCN5L2 inh	TDP1 cell noCPT
c1coc(-c2ccccc2CN2CCOc3ccc(CN4CCOCC4)cc3C2)c1	u	x	u
O=C(c1[nH]ncc1-c1cccc(Br)c1)C1CO1 (stereo unspecified)	1.6µM*	-4%	1.8µM*
O=C(CSC1=NS(=O)(=O)c2ccccc2N1)N1CCCCC1	-8%	-2%	9%
COc1ccc(C2CC(c3c(-c4ccccc4)c4cc(Cl)ccc4[nH]c3=O)=NN2S(C)(=O)=O)cc1 (stereo unspecified)	u	1%	u
Cc1ccc(C)c(S(=O)(=O)N2CCCCC2CCNC(=O)C(=O)NCc2ccco2)c1 (stereo unspecified)	16µM*	-23%	8.2µM*
OCc1cn(-c2ccccc2)nc1-c1ccc(-c2nn(-c3ccccc3)cc2CO)cc1	u	-7%	10µM*
O=c1cc(N2CCOCC2)[nH]c(=O)n1C1CCCCC1	-17%	3%	-12%
Cc1oc(-c2cc(F)cc(F)c2)nc1CN1CCSCC1	-29%	1%	-17%

# The results go on:
structure	DT40 TDP1 CPT	GCN5L2 inh	TDP1 cell noCPT
CC(NC(=O)COC(=O)c1ccc[nH]c1=O)c1ccccc1 (stereo unspecified)	-7%	1%	-16%
CC1=NN(C(=O)c2cccc(Cn3nc(C)c([N+](=O)[O-])c3C)c2)C(O)(C(F)(F)F)C1 (stereo unspecified)	-11%	-5%	u
Cc1ccccc1-c1cc(C(=O)NCc2cccc(Br)c2)nn1CC1CC(c2cccc([N+](=O)[O-])c2)=NO1 (stereo unspecified)	-26%	-5%	u
O=C(O)Cc1ccc(NC(=S)Nc2ccc(Br)cc2Cl)cc1	-1%	-1%	-10%
O=C1N/C(=N/O)S/C1=C/c1cccnc1	-16%	-4%	19%
O=C1CCCN1CCCNc1nc(NCc2cccs2)nc2ccsc12	21µM*	x	16µM*
COC(=O)[C@]1(C)N[C@H](CN(C)S(=O)(=O)c2ccc(OC)cc2)[C@@H]2C(=O)N(C)C(=O)[C@@H]21	18%	-3%	-5%
COc1ccc(Cc2c(-c3ccc(Cl)cc3)nc3c(C)cc(Br)cn23)c(C)c1	23µM*	x	21µM*

# (continued)
structure	DT40 TDP1 CPT	GCN5L2 inh	TDP1 cell noCPT
COC(=O)N/N=C/c1cn(Cc2ccccc2F)c2ccccc12	-3%	-3%	u
C=C(C)C(=O)NC1=NN(c2ccccc2)C(=O)C1	9%	-1%	-7%
COc1ccc(CCNC(=O)CCC(=O)c2cccs2)cc1OC	-10%	-23%	-1%
O=C(CC1CCCC1)Nc1nc2ccccc2[nH]1	u	-1%	9.2µM*
CC(C)(C)N(CC#CCC(O)(c1ccccc1)c1ccccc1)CCO	-30%	-3%	u
CC(C)Cn1cnc2c(N)nc3ccccc3c21	u	2%&2%	u
CCOC(=O)c1c(C)sc2c1N(C(C)=O)c1cc(Cl)ccc1S2	u	-2%	16µM*
CCCN(CC(=O)Nc1cccc(Br)c1)CC(=O)Nc1ccc(F)c(F)c1F	u	-12%	u

# Remaining list, next part.
structure	DT40 TDP1 CPT	GCN5L2 inh	TDP1 cell noCPT
COC(=O)C(C(=O)OC)C(CC(=O)c1ccc(Br)cc1)c1ccccc1 (stereo unspecified)	-3%	x	-22%
CC(C)(C)S(=O)(=O)c1ccsc1C(=O)O	-15%	-3%	-8%
Cc1ccc(C(=O)CSc2nc3cccnc3n2C)cc1	-22%	-2%	u
COc1ccc(OCC(=O)NCCCN2CCOCC2)cc1	11%	-4%	-6%
CCOC(=O)C1C(=O)NC(c2ccccc2)=NC1c1ccc(Br)cc1 (stereo unspecified)	-12%	-12%	u
Cc1ccc(CNC(=O)c2cc(-c3cc(C)cc(C)c3O)n[nH]2)cc1	-26%	-3%	-10%
Cc1onc(-c2ccc(F)cc2F)c1C(=O)Nc1cccc(C(F)(F)F)c1	u	-16%	u
O=C(CNC(=O)c1ccc2c(c1)OCO2)Nc1ncccc1O	12%	-10%	6%

# The listing continues.
structure	DT40 TDP1 CPT	GCN5L2 inh	TDP1 cell noCPT
COCCn1cnc2c1c(=O)n(Cc1c(F)cccc1Cl)c(=O)n2Cc1ccccc1	-8%	-5%	-20%
CSc1nnc(NC(=O)c2cc(=O)c3cc(C)c(C)cc3o2)s1	2%	-1%	-1%
CC(=O)N1c2ccc(S(=O)(=O)N3CCCC(C(=O)Nc4cccc(F)c4)C3)cc2CC1C (stereo unspecified)	12µM*	-8%	29µM*
Cc1nc2ccc(F)cc2cc1C(=O)Nc1ccc(Cl)c(Cl)c1	u	0%	u
Cc1nc2ccccn2c1/C(O)=C1\C(=O)C(=O)N(CCN(C)C)C1c1ccco1 (stereo unspecified)	9%	-4%	1%
O=C(NCCc1c[nH]c2ccccc12)C(F)(F)C(F)F	-2%	u	-21%
N/C(=N\OC(=O)c1ccccc1[N+](=O)[O-])c1cccnc1	-2%	3%	-5%
CSCCC(NC(=O)c1ccco1)c1nc2ccccc2[nH]1 (stereo unspecified)	-8%	-6%	-25%

# 13 entries out of the list, sorted by count of non-hydrogen atoms, low to high:
structure	DT40 TDP1 CPT	GCN5L2 inh	TDP1 cell noCPT
CC(C)(C)S(=O)(=O)c1ccsc1C(=O)O	-15%	-3%	-8%
CC(C)Cn1cnc2c(N)nc3ccccc3c21	u	2%&2%	u
O=C(NCCc1c[nH]c2ccccc12)C(F)(F)C(F)F	-2%	u	-21%
Cc1ccc(C(=O)CSc2nc3cccnc3n2C)cc1	-22%	-2%	u
CSCCC(NC(=O)c1ccco1)c1nc2ccccc2[nH]1 (stereo unspecified)	-8%	-6%	-25%
CSc1nnc(NC(=O)c2cc(=O)c3cc(C)c(C)cc3o2)s1	2%	-1%	-1%
CCOC(=O)C1C(=O)NC(c2ccccc2)=NC1c1ccc(Br)cc1 (stereo unspecified)	-12%	-12%	u
COC(=O)C(C(=O)OC)C(CC(=O)c1ccc(Br)cc1)c1ccccc1 (stereo unspecified)	-3%	x	-22%
Cc1onc(-c2ccc(F)cc2F)c1C(=O)Nc1cccc(C(F)(F)F)c1	u	-16%	u
CCCN(CC(=O)Nc1cccc(Br)c1)CC(=O)Nc1ccc(F)c(F)c1F	u	-12%	u
Cc1nc2ccccn2c1/C(O)=C1\C(=O)C(=O)N(CCN(C)C)C1c1ccco1 (stereo unspecified)	9%	-4%	1%
COCCn1cnc2c1c(=O)n(Cc1c(F)cccc1Cl)c(=O)n2Cc1ccccc1	-8%	-5%	-20%
CC(=O)N1c2ccc(S(=O)(=O)N3CCCC(C(=O)Nc4cccc(F)c4)C3)cc2CC1C (stereo unspecified)	12µM*	-8%	29µM*

# (next part)
structure	DT40 TDP1 CPT	GCN5L2 inh	TDP1 cell noCPT
CCc1ccc(NC(=S)N(CCN(C)C)C(C)c2ccncc2)cc1 (stereo unspecified)	-14%	-1%	-21%
Cc1cc(C(=O)Cn2c(CO)nc3ccccc32)c(C)n1C	u	u	16µM*
COc1ccccc1N=Nc1c(C)[nH]n(-c2ccccc2)c1=O	-15%	-1%	6%
COc1ccc(C)cc1NC(=O)N1CCC(CN2CCOCC2)CC1	1%	-5%	17%
COc1ccc(NC(=O)CCS(=O)(=O)c2ccc3c(c2)CCCN3C(C)=O)cc1	-12%	-24%	-7%
Cc1ccccc1C(=O)N=c1sccn1C	-1%	-15%	3.3µM*
Cc1cccc(C(=O)NCCCNC(=O)c2ccco2)c1	5%	0%	-15%
CCN(CC)c1ccc(-c2nc(-c3ccco3)no2)cc1[N+](=O)[O-]	u	-5%	26µM*

# Other compounds follow.
structure	DT40 TDP1 CPT	GCN5L2 inh	TDP1 cell noCPT
Cc1ccc(Nc2nc(NCc3ccco3)nc3nccnc23)cc1Cl	-20%	x	-20%
CC(C)c1ccc(S(=O)(=O)N2CCN(C(=O)C3CCN(C(=O)c4ccc(F)cc4)CC3)CC2)cc1	u	0%	-28%
Cc1ccc(C(=O)Nc2nnc(CC(=O)N/N=C/c3ccc(O)c(O)c3)s2)cc1	-20%	-2%	-16%
CN1CCN(CCC(=O)Nc2ccccc2Cl)CC1	-6%	1%	7%
CC(=O)N(C(C)=O)S(=O)(=O)c1ccc(N=NN2CCCCC2)cc1	10%	-3%	-12%
COc1ccc(NC(=O)CN(C)CC(=O)Nc2cccc(S(=O)(=O)N(C)c3ccccc3)c2)cc1	u	-2%	u
COc1ccc(/C=N/NC(=O)CC(=O)NCCc2ccccc2)cc1OC	0%	-4%	-21%
Cc1occc1C(=O)Nc1sccc1C(N)=O	6%	-26%	3%

# Additional records.
structure	DT40 TDP1 CPT	GCN5L2 inh	TDP1 cell noCPT
COc1ccc(C2CC(=O)Oc3c(C(C)C)ccc(C)c32)cc1 (stereo unspecified)	u	-11%	u
O=C(Nc1ccc(F)c(Cl)c1)c1cc(C2CCCCN2C(=O)c2cccs2)on1 (stereo unspecified)	16µM*	x	7.3µM*
COC(=O)c1cc2ccsc2n1Cc1ccccc1F	13%	2%	6%
Cn1c(CCCOc2ccc(Cl)cc2Cl)nnc1SCC(=O)Nc1nccs1	23µM*	-3%[0.501 µM]	u
COc1cc(CCC(=O)N2CCN(c3ccccc3)CC2)cc(OC)c1OC	-28%	1%	u
CCC[N+]1(CC#CC2(O)CCCCC2)CCOCC1	3%	-9%	12%
COc1ccc(C=O)cc1Cn1ccnc1	-6%	-5%	-7%

# In a second layout: 3 of the compounds above
# Order of results – DT40 TDP1 CPT | GCN5L2 inh | TDP1 cell noCPT
Cc1cc(C)nc(NC(=S)Nc2cccc(F)c2)c1
→ 4% | -9% | -1%
O=C(c1cccc(C(F)(F)F)c1)N1CCCCCC1
→ -29% | -7% | u
c1ccc(OCCSc2nnnn2-c2ccccc2)cc1
→ -27% | -9% | -27%
